3CLpro inhibitor – SARS-CoV 3CLpro protease inhibitors, primary screen, biochemical, quenched FRET; Replicase polyprotein 1ab (Severe acute respiratory syndrome coronavirus), P0C6X7; recombinant SARS-CoV 3CLpro, quenched FRET peptide cleavage; inhibition, % at 6 µM; 290,000 tested, 0.14% active; in the data active = inhibition above about 12%
TcdB inh – TcdB glycohydrolase inhibitors, primary screen, biochemical, single point, plate reader; 350,000 tested, 0.24% active; TcdB glycohydrolase enzymatic assay; inhibition, % at 9.99 µM; Toxin B (Clostridioides difficile), P18177; in the data active = inhibition above about 10%
Anthrax LF inh2 – Bacillus anthracis LF protease inhibitors, primary screen, biochemical, multiplex microsphere, MLPCN library; 360,000 tested, 0.12% active; multiplex microsphere protease cleavage assay; inhibition, % at 10 µM; Lethal factor (Bacillus anthracis), P15917; AID 588501, 2011; also: plate controls were buffer without enzyme for full effect and enzyme alone for no effect
Target sequence (P15917 whole entry, looked up): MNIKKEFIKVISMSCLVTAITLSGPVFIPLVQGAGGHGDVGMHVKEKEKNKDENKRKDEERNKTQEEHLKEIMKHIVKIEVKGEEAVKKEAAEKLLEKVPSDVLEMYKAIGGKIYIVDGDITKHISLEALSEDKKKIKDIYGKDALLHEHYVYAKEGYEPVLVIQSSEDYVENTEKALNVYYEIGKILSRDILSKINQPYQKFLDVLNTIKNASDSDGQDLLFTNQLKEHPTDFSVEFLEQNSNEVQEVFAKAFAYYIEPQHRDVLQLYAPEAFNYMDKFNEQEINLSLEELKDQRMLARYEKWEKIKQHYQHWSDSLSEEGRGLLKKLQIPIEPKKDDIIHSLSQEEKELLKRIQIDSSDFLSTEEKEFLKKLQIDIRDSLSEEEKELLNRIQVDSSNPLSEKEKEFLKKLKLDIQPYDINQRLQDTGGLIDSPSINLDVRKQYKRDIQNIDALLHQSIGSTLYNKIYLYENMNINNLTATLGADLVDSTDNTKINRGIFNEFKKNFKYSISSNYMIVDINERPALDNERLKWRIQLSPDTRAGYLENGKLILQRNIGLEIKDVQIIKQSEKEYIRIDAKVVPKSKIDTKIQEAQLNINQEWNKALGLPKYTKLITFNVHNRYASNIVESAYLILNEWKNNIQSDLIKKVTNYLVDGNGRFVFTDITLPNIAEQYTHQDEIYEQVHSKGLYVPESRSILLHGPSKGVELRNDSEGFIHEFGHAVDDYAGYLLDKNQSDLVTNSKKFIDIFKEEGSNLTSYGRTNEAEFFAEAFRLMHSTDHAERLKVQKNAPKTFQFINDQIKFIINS
BoNT-A LC inh2 – BoNT/A light chain protease inhibitors, primary screen, biochemical, flow cytometry, MLPCN library. multiplex microsphere protease substrate cleavage. inhibition, % at 10 µM. 360,000 tested, 0.17% active. AID 588499, 2011. Botulinum neurotoxin type A light chain protease (Clostridium botulinum A str. ATCC 3502); also: plate controls were buffer without enzyme for full effect and enzyme alone for no effect
PriA SSB inh – inhibitors of Klebsiella pneumoniae PriA binding to SSB C-terminal tail, primary screen, biochemical, AlphaScreen; AlphaScreen SSBct-PriA binding, biotinylated peptide; inhibition, % at 33 µM; 430,000 tested, 0.6% active; AID 1272365, 2023; in the data active = inhibition mostly above about 37%, no sharp cut-off; inactive = mostly below about 20%;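 also: plate controls were negative control peptide for no effect and reference peptide for full effect; strong numbers were not always called active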
BH1578 lux ind – inducers of Vibrio cholerae quorum light production without autoinducers, primary screen, BH1578 luxS cqsA deficient, single point | V. cholerae BH1578 lux reporter, luminescence, 6 h | activation, % at 18.7 µM | 350,000 tested, 0.16% active; in the data active = activation mostly above about 9.7%, no sharp cut-off; also: not every result past the cut was called active; inactives centre near 0; reference of the scale not given here
PfHsp40 rescue – rescue of yeast from PfHsp40 toxicity, primary screen, S. cerevisiae, ATP luminescence | S. cerevisiae expressing PfHsp40, growth rescue | growth rescue, % at 12.5 µM | 340,000 tested, 0.68% active | AID 504582, 2011; in the data active = growth rescue above about 28%, passing the limit was not always enough;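 also: yeast W303a lacking pdr1 and pdr3 grown in galactose medium; growth measured after three days at 30 °C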
CCHF vOTU inh – CCHFV vOTU protease inhibitors, primary screen, biochemical, Pep-AMC substrate, fluorescence. inhibition, % at 11.5 µM. Crimean-Congo hemorrhagic fever virus L polyprotein viral ovarian tumor (vOTU) protease …. 370,000 tested, 0.55% active. AID 651958, 2012; in the data active = inhibition above about 30%; also: 0% = vehicle wells with enzyme and 100% = no enzyme wells
Y pestis TopoI – Yersinia pestis topoisomerase I inhibitors, primary screen, biochemical, cleavage product accumulation, plate reader, single point | DNA topoisomerase I (Yersinia pestis CO92) | Y. pestis Topo-I cleavage product accumulation | activity, % at 10 µM | 360,000 tested, 0.064% active | AID 504884, 2011; in the data active = activity above about 50%, passing the limit was not always enough; also: inactives centre near 2
DUSP3 inh – VHR1 phosphatase inhibitors, primary screen, biochemical, absorbance, uHTS. Dual specificity protein phosphatase 3 (Homo sapiens), P51452. recombinant VHR phosphatase, pNPP absorbance. inhibition, % at 13.3 µM. 290,000 tested, 0.52% active; in the data active = inhibition above about 50%; also: some compounds called inactive have numbers as strong as hits
Target sequence (P51452 whole entry, looked up): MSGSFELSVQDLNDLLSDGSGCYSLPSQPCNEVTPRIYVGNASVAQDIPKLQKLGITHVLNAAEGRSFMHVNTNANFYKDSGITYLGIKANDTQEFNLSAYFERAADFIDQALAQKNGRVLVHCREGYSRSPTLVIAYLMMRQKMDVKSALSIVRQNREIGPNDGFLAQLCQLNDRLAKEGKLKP
An asterisk follows results filed as active; i = inactive; . = no result given. Rule as the data show it, unless noted: active = inhibition above about 30%; inconclusive = no clear call, values can overlap the other calls; inactive = below that. Not all compounds are listed; count on the stated rates, not on these rows.

SMILES	3CLpro inhibitor	TcdB inh	Anthrax LF inh2	BoNT-A LC inh2	PriA SSB inh	BH1578 lux ind	PfHsp40 rescue	CCHF vOTU inh	Y pestis TopoI	DUSP3 inh
O=C(CCCn1c(=O)c2sccc2n(Cc2ccc(F)cc2)c1=O)NCc1ccco1	-1	1.0	0	-0.3	-27	-0.4	0.0	.	-5	-8
Cc1ccc(S(=O)(=O)N(C)C)cc1NC(=O)COC(=O)CSc1ccccc1	.	2.3	-6	0.2	6	-2.9	0.5	-1	12	.
CCC(=O)NC(=S)NNC(=O)c1ccccc1[N+](=O)[O-]	4	0.4	-1	-1.0	-3	i	-1.0	-8	-13	16
COc1ccc(C2CC(c3ccccc3)=NN2C(=S)Nc2ccccc2)cc1 (stereo not given)	4	0.0	9	3.4	-6	-0.2	0.8	-7	3	15
CCN(C[C@H]1N[C@@](C)(C(=O)OC)[C@H]2C(=O)N(C)C(=O)[C@@H]12)C(=O)C1CCCCC1	.	0.4	-8	-0.4	-7	-1.0	-1.6	-10	-2	.
O=C(NCc1ccc2c(c1)OCO2)c1ccc(CN2CCc3ccccc3C2)cc1	0	.	-7	0.9	15	i	0.1	4	18	15
O=C(NCc1ccccc1)C(c1ccncc1)N(C(=O)c1ccccn1)c1ccccc1 (stereo not given)	3	0.4	-1	0.0	19	-0.2	-0.6	0	-3	26
Cc1occc1C(=O)NNC(=O)c1ccc(F)cc1	4	.	-3	-0.9	-8	-0.5	-1.1	-1	5	-7
O=C(Nc1ccc(O)c2c(=O)cc(-c3ccccc3Cl)oc12)c1ccc(Cl)cc1Cl	.	0.8	-8	0.0	-4	0.8	-0.6	3	4	-1
COCCCn1c(=N)c(C(=O)NCC2CCCO2)cc2c(=O)n3cccc(C)c3nc21 (stereo not given)	2	.	-1	0.7	14	-1.6	-0.4	-392	-9	10
O=C(NC1CCCCC1)C(c1ccc(O)cc1)N(C(=O)c1cnccn1)c1cccc(F)c1 (stereo not given)	3	-1.1	0	-0.5	1	-0.1	-0.2	-17	4	31
NC(=O)Cn1ccc(O)c(Cc2ccc(Cl)cc2Cl)c1=O	2	0.9	-7	0.1	-10	-1.4	0.2	-5	1	12
O=C(Cn1cnc2c(OCc3ccccc3)ncnc21)NCCc1c[nH]c2ccccc12	.	1.0	-9	-0.6	-6	-0.7	-0.6	8	4	.
Cc1onc(-c2c(Cl)cccc2Cl)c1C(=O)Nc1ccc2c(c1)OCCO2	0	.	.	.	-13	i	0.9	4	4	14
C=CCn1c(SC(F)F)nc2scc(-c3ccco3)c2c1=O	3	-2.2	19	-2.2	-2	-0.3	-2.3	21	33	31
CCCCCC(C)n1[nH]c(=O)c2c(C)cc(C)nc21 (stereo not given)	-1	0.1	4	-1.0	-5	-0.2	-1.1	7	1	-12
CCC(C(=O)NC(C)(C)C)N(C(=O)Cn1nnc(-c2ccccc2F)n1)c1cnc2ccccc2c1 (stereo not given)	-3	1.5	0	-0.3	-6	i	0.5	1	8	7
CC(C)CC(=O)NC(NC(=S)Nc1sc2c(c1C#N)CCCC2)C(Cl)(Cl)Cl (stereo not given)	0	.	1	-0.8	8	i	-0.9	0	-5	11
CCCc1cc(=O)[nH]c(SCC(=O)Nc2cc(C)on2)n1	0	0.4	-5	0.1	2	i	-0.3	-9	2	2
CCOc1ccc(N2C(=O)C3CCCN3C2=S)cc1 (stereo not given)	.	0.1	-4	-3.1	1	i	-1.0	3	4	.
OC1(Cc2cc(-c3ccccc3)no2)CCN(CCCc2ccccc2)CC1	-4	-0.5	-1	-2.5	-2	2.4	-1.6	11	6	15
Cc1cccc(Nc2nc(OCC#N)nc(N(C)C)n2)c1	0	1.3	9	-0.9	-8	-0.4	-0.4	-5	4	-18
O=C1COc2ccc(C(=O)COC(=O)/C=C/c3ccc(Br)o3)cc2N1	.	3.2	0	-2.1	3	-3.8	-0.9	-7	2	.
COc1ccc(CN(C(=O)COc2ccc(C)c(C)c2)C2CCS(=O)(=O)C2)cc1OC (stereo not given)	-4	0.8	-11	-0.2	-19	-0.2	0.2	-10	11	29
OCCN(Cc1ccccc1)CC(O)COc1ccc(-c2ccccc2)cc1 (stereo not given)	5	2.0	-2	-0.7	-7	-0.3	0.6	30*	28	26
Carrying on:
SMILES	3CLpro inhibitor	TcdB inh	Anthrax LF inh2	BoNT-A LC inh2	PriA SSB inh	BH1578 lux ind	PfHsp40 rescue	CCHF vOTU inh	Y pestis TopoI	DUSP3 inh
COc1ccc(-c2ncccc2OC(=O)C23CC4CC(CC(C4)C2)C3)cc1	1	.	-2	-0.1	-12	-0.3	0.1	-7	12	15
CC(=C\c1ccccc1)/C=C1/SC(=S)N(CCC(=O)O)C1=O	5	-0.7	0	1.3	-12	0.8	-2.3	-14	5	.
O=C(Nc1ccc(N2CCOCC2)c(Cl)c1)c1cc2ccccc2o1	0	.	-3	0.1	-9	.	14	.	12	36
Cc1ccc2cccc(SCC(=O)N3CCOCC3)c2n1	3	.	2	0.9	-14	i	-1.3	-2	-2	-4
CN(C)S(=O)(=O)c1cccc(NC(=S)N/N=C/C(=O)c2ccccc2)c1	-4	-1.1	-3	-0.2	.	i	-0.3	11	1	23
CCOC(=O)COn1c(=O)c(-c2ccc(F)cc2)[n+]([O-])c2ccccc21	0	0.6	-4	-0.7	-20	1.4	-1.7	1	5	-11
CC1(c2ccccc2)NC(=O)N(CCN2C(=O)c3ccccc3C2=O)C1=O (stereo not given)	-6	.	-1	1.8	-7	-2.9	0.7	17	-1	21
Cn1c(Cc2ccccc2)nnc1SCC(=O)Nc1ccccc1N1CCOCC1	4	.	-5	1.3	3	i	-0.6	-19	-5	10
O=C(Nc1ccc(F)cc1F)N1CCCC(c2nc(-c3ccc(F)cc3)no2)C1 (stereo not given)	-1	0.9	-1	0.4	-19	-0.3	-1.9	13	-9	19
CCCCNC(=O)C[C@@H]1C[C@@]2(C(=O)OC)CCCCC=C2N(Cc2ccccc2)C1=O	.	0.1	-2	0.4	.	.	.	7	.	.
CC(C)CN(C(=O)CSc1nc2ccccc2c(=O)n1C)C1CCS(=O)(=O)C1 (stereo not given)	.	1.0	-6	-0.2	10	-0.1	1.4	1	2	.
O=C(Cc1ccc([N+](=O)[O-])cc1)NCc1ccncc1	2	0.7	1	-0.5	-1	-0.4	0.6	5	-1	27
CN(C)CCNc1ncnc2c1ncn2[C@H]1CN(Cc2ccco2)C[C@@H](CO)O1	.	.	-5	-0.8	.	-0.5	.	.	-4	.
CCCC(=O)NC(Oc1ccc(Cl)cc1Cl)C(Cl)(Cl)Cl (stereo not given)	-1	0.6	0	-1.4	-17	-7.1	2.9	4	3	-15
Cn1cccc1CC(=O)NNC(=S)NC(=O)c1ccccc1Br	-4	0.2	-2	-1.1	-1	-1.0	4.8	0	5	22
COc1ccccc1N=CC=C1OC(C)(C)C(C)(C)O1	7	0.6	-8	-1.4	1	i	0.4	-12	5	10
C=CCn1c(SCC(=O)Nc2ccccc2C)nnc1-c1ccncc1	-2	.	-2	0.9	-5	0.7	-0.5	2	7	-1
Cc1ccc(N2CC(C(=O)Nc3nnc(SCC(N)=O)s3)CC2=O)cc1 (stereo not given)	0	2.1	-1	1.3	0	0.7	1.3	3	-3	41
CC(CCc1ccccc1)NC(=O)C(=O)NCCc1ccccc1 (stereo not given)	0	0.0	-2	0.2	3	-0.2	0.6	-2	7	2
CCN1CCN(c2ncc(C(=O)Nc3cc(Cl)c(OC)cc3OC)c3ccccc23)CC1	0	.	0	0.6	7	-0.2	0.5	2	2	-5
Cc1cc(N2C(=O)CC(N3CCC(n4c(=O)[nH]c5ccccc54)CC3)C2=O)no1 (stereo not given)	6	.	2	0.1	-8	i	0.1	12	4	0
CCc1ccc(NC(=O)CCS(=O)(=O)c2ccc(Cl)cc2)cc1	4	1.2	20	-0.3	-18	i	-0.2	-12	5	-24
COC(=O)Nc1nnc(COc2cccc(C)c2)s1	3	0.0	-4	3.2	-17	-0.1	-0.5	-16	3	18
COc1cccc(C(=O)Nc2cc(NC(=O)c3cccs3)ccc2C)c1	4	2.2	-15	-0.5	-4	-0.7	-0.8	6	1	-4
COc1ccc2[nH]c(C)c(CCNCc3cc(OC)c(OC)c(OC)c3)c2c1	2	-0.1	-12	0.9	6	i	1.3	-6	-9	20
Remaining list, next part
SMILES	3CLpro inhibitor	TcdB inh	Anthrax LF inh2	BoNT-A LC inh2	PriA SSB inh	BH1578 lux ind	PfHsp40 rescue	CCHF vOTU inh	Y pestis TopoI	DUSP3 inh
CC1=NOC(=O)/C1=C\c1ccc(-c2cc(Cl)ccc2Cl)o1	3	.	-1	0.2	-2	i	0.4	7	-3	39
CC(c1ccccc1)n1c(CO)nc2ccccc21 (stereo not given)	-2	1.8	7	-2.3	-20	i	0.6	11	2	-10
Cc1cc(NC(=O)c2cccnc2)ccc1NC(=O)c1cc2ccccc2o1	3	1.7	-1	-0.9	-5	-0.3	-1.0	11	0	24
Cc1ccccc1-n1c(O)c(/C=N/N2CCCCC2c2cccnc2)c(=O)[nH]c1=O (stereo not given)	0	0.9	1	0.0	.	-0.2	-0.1	-5	-3	8
COC(=O)CSc1nc2c(c(-c3ccco3)c1C#N)CCCC2	-5	.	-11	-3.2	4	7.1	-0.5	.	27	-10
O=C(N/N=C/c1ccc(OCc2ccccc2)cc1)c1ccco1	-2	1.3	.	.	i	-0.2	1.0	8	-1	18
COc1cc(C(CCN2CCCC(C)C2)c2c(OC)cc(OC)c3c(-c4ccccc4)cc(=O)oc23)cc(OC)c1OC (stereo not given)	.	0.5	-7	0.4	14	-0.4	-0.3	.	1	19
CCN(CC(=O)Nc1c(F)cccc1F)C(=O)COc1ccc2c(C)cc(=O)oc2c1	2	-0.4	-1	-0.4	-8	-0.9	1.8	-12	-5	38
Cn1c(=O)c2ccccc2n(Cc2ccccc2F)c1=O	-1	.	3	0.6	-26	i	1.2	2	-4	-8
CCN1C=C(Cc2ccc(F)cc2)C2=C(C1)C(c1ccc(F)cc1)C(C#N)=C(N)O2 (stereo not given)	2	.	2	0.7	-1	-8.0	2.4	21	-3	22
O=C(COC(=O)C1CCN(/C=C/C(=O)C(F)(F)F)CC1)Nc1cccc(F)c1	3	.	1	-0.2	-2	-0.2	0.3	0	0	-10
Nn1c(SCC(=O)Nc2ccccc2)nnc(Cc2ccccc2)c1=O	.	1.8	-2	3.3	7	-1.8	-0.5	-4	9	.
Cc1cc(C)nc(NC(=O)C(c2ccccc2)c2ccccc2)c1	5	.	2	0.5	-28	i	-1.7	8	9	-2

Some of the entries so far, with each value named:
Cc1ccccc1-n1c(O)c(/C=N/N2CCCCC2c2cccnc2)c(=O)[nH]c1=O (stereo not given)
  3CLpro inhibitor = 0
  TcdB inh = 0.9
  Anthrax LF inh2 = 1
  BoNT-A LC inh2 = 0.0
  PriA SSB inh = .
  BH1578 lux ind = -0.2
  PfHsp40 rescue = -0.1
  CCHF vOTU inh = -5
  Y pestis TopoI = -3
  DUSP3 inh = 8

O=C(N/N=C/c1ccc(OCc2ccccc2)cc1)c1ccco1
  3CLpro inhibitor = -2
  TcdB inh = 1.3
  Anthrax LF inh2 = .
  BoNT-A LC inh2 = .
  PriA SSB inh = i
  BH1578 lux ind = -0.2
  PfHsp40 rescue = 1.0
  CCHF vOTU inh = 8
  Y pestis TopoI = -1
  DUSP3 inh = 18
